Cl transport mod: modulators of human KCC2 chloride dependent transport | hit rate 2.2% among 190,000 | KCC2 cells, thallium flux FluoZin-2 fluorescence | AID 1456 | B-score of Tl+ flux slope (higher = more flux/activation; lower = inhibition) at 10 µM;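 active = thallium flux slope and its plate-corrected score both differing from the plate sample mean at a set confidence after two filtering rounds, in either direction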;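 also: slope of fluorescence scaled to starting intensity during 10 to 20 s after thallium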
PPC-1+TRAIL kill: PPC-1 cancer cell killing with TRAIL present; PPC-1 cells + TRAIL, ATPLite viability luminescence; cell killing (% activity), % at 4 µM; hit rate 0.41% among 220,000;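 active = cell killing above 50% in the first pass at 4 µM, then a duplicate retest at 5 µM averaging 50% or more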;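 also: plate controls were cells with TRAIL plus DMSO for no effect and medium-only wells lacking cells for full effect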
m-calpain inh: blocks pig calpain II enzyme activity. purified calpain II, fluorogenic peptide substrate, 30 min. inhibition, % at 16 µM. hit rate 0.37% among 220,000. AID 1236;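 active = inhibition above about 50%, limit read from the data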
TRPML3 ag: agonists of human TRPML3 channel; hit rate 0.29% among 220,000; activation, % at 3 µM; AID 1448; Q8TDD5; HEK293 TRPML3-YFP, Fluo-8 calcium fluorescence; 100% = the carbachol control signal;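 active = activation above its plate's cutoff, the mean activation of the plate's test wells plus 3 SD, cut at about 12% in these data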;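 also: 0% = DMSO only wells and 100% = carbachol wells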
Target sequence (Q8TDD5 whole entry, looked up): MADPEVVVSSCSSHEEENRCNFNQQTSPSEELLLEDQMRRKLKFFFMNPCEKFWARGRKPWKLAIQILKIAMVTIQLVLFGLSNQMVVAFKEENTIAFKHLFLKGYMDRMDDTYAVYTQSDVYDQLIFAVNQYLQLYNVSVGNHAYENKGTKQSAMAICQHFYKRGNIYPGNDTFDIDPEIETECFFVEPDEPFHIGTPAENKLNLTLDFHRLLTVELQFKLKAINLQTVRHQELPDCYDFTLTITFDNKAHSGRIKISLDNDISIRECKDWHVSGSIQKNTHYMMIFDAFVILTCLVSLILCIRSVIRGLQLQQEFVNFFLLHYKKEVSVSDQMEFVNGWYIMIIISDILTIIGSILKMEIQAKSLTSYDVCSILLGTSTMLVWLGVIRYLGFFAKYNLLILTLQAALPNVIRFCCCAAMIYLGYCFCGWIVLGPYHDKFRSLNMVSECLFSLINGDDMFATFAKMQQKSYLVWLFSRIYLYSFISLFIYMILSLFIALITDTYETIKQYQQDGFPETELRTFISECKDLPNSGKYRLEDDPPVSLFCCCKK
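Test system – HEK293 line with stable expression of human TRPML3-YFP channel · Control set – carbachol 87 µM final as high control (100%), DMSO as low control (0%) · Signal – Fluo-8 calcium dye fluorescence, ex 470-495, em 515-575 nm · Incubation – 1-h 37 °C dye load, 5-s basal, 120-s post-compound reads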
TbHK1 inh: blocks Trypanosoma brucei hexokinase 1 activity | recombinant TbHK1, G6PDH-coupled NADH A340 | hit rate 0.11% among 220,000 | inhibition, % at 10 µM;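 active = inhibition of 50% or more in the single-dose primary screen; inactive = inhibition below 50%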
TRPN1 ag: zebrafish TRPN1 (NompC) channel agonism; HEK293 zebrafish TRPN1-YFP, Fluo-8 calcium fluorescence; 100% = response to 87 µM carbachol; activation, % at 3 µM; hit rate 0.18% among 220,000;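 active = activation above its plate's cutoff, the mean activation of test wells on that plate plus 3 SD, cut at about 19% in these data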;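 also: 0% = DMSO alone and 100% = 87 µM carbachol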
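Control set: carbachol 87 µM as high control, DMSO as low control; system: HEK293 stable line with zebrafish TRPN1-YFP; read-out: % activation versus carbachol response; detection: intracellular calcium fluorescence with Fluo-8; doses: single test compound dose, 3 µM nominal, 0.3% DMSO; schedule: dye 1 h 37 °C plus 30 min RT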
Thrombin inh: thrombin (human) inhibition; hit rate 0.26% among 220,000; P00734; inhibition, % at 5 µM; AID 1046; alpha-thrombin, Boc-VPR-AMC fluorogenic substrate cleavage;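 active = inhibition at or above 40%; inactive = inhibition below 40%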;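 also: 0% = enzyme with no compound and 100% = wells without enzyme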
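Test system: human alpha-thrombin protein / Dosing: one concentration per compound, 5 µM, with 0.2% DMSO / Medium: pH 7.5 Tris-saline with Tween 20 / Benchmarks: no-compound enzyme wells and no-enzyme blanks / Read-out basis: percent inhibition of thrombin substrate cleavage / Timing: reaction at room temperature / Measured by: fluorescence, ex 355 nm, em 460 nm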
Furin inhibitor: blocks human furin protease activity; P09958; purified furin, fluorogenic substrate cleavage; inhibition, % at 30 µM; hit rate 0.061% among 220,000; AID 463115; in the data active = inhibition above about 25%; also: inactives centre near -15
EBV gp42 inh: EBV gp42 inhibition. Fluorescence polarization binding assay, mP read-out. inhibition, % (tested at 21.74 µM). hit rate 0.42% among 220,000. AID 1085; in the data active = inhibition above about 50%
Target sequence (Q1HVG2 whole entry, looked up): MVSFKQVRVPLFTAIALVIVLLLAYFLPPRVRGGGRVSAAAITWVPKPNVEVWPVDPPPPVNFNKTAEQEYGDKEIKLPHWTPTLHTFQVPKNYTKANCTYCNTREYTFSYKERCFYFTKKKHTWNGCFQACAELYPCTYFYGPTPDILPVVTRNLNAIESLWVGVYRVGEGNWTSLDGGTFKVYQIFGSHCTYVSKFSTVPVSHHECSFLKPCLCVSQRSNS
Starred values were filed as active, the others as inactive; nt = not tested or not shown; [ ] = dose if it differs, or a comment.

| SMILES | Cl transport mod | PPC-1+TRAIL kill | m-calpain inh | TRPML3 ag | TbHK1 inh | TRPN1 ag | Thrombin inh | Furin inhibitor | EBV gp42 inh |
| --- | --- | --- | --- | --- | --- | --- | --- | --- | --- |
| CN/C=C1\C(=O)C(C)(C)Oc2ccc3ccc(=O)oc3c21 | -0.82 | 2 | -3 | 1.5 | -27 | -0.8 | 1 | -24[20 µM] | -8 |
| Cc1nnc(NC(=O)CSc2ccc3nnc(-c4ccccn4)n3n2)s1 | 0.58 | 6 | -15 | 0.0 | 4 | 2.1 | 16 | -13 | -4 |
| O=C(CCc1ccccc1)Nc1nc2nc(-c3ccccc3)cc(=O)n2[nH]1 | 0.23 | -16 | -54 | -0.1 | 5 | 1.4 | 2 | -13 | -12 |
| Cc1cc(C)c2c(N)c(C(=O)N/N=C/c3ccccc3)sc2n1 | 0.38 | 1 | -18 | 0.1 | -10 | 0.3 | -4 | -17 | -19 |
| CC1CCCN(c2nc3c(c(=O)[nH]c(=O)n3C)n2Cc2ccccc2Cl)C1 (centres undefined) | -1.1 | 9 | -1 | -0.4 | 0 | 1.2 | 1 | -8 | -19 |
| CCN(CC)C(=O)CSc1nc(N)c(-c2ccccc2)c(=O)[nH]1 | 0.38 | 6 | -20 | 0.9 | 3 | 1.1 | -7 | -20 | -5 |
| CC(=O)Nc1ccc(S(=O)(=O)NCCSCc2c(Cl)cccc2Cl)cc1 | -1.6 | 2 | -4 | 0.6 | -1 | 1.8 | -3 | -17 | 5 |
| COCCN(C(=O)Cc1cccs1)C(C(=O)NCc1ccc(OC)cc1)c1ccccc1 (centres undefined) | nt | 3 | -24 | -0.1 | 3 | 1.9 | -18 | 5[20 µM] | 11 |
| Nn1c(-c2ccccc2)nc2ccccc2c1=O | -0.3 | 6 | -11 | 0.5 | -1 | 1.0 | -3 | -24 | -8 |
| COc1ccc(N2CCN(C(=O)c3ccc4ccccc4n3)CC2)cc1 | -0.87 | 4 | 21 | -0.6 | -2 | -2.3 | -3 | -5 | -13 |
| Nc1ccc2nc(Cc3ccccc3)[nH]c2c1 | -0.05 | 0 | -4 | 1.5 | -6 | 1.7 | -3 | -19 | 2 |
| Cc1nc(SCC(=O)Nc2ccc3c(c2)OCCO3)c2oc3ccccc3c2n1 | nt | 11 | -39 | 0.8 | -23 | 0.5 | 0 | -10[20 µM] | -1 |
| Brc1cc2c(cc1/C=N/Nc1nc(N3CCCCC3)nc(N3CCCCC3)n1)OCO2 | -0.89 | -1 | -48 | 0.4 | -15 | -0.7 | 1 | -7 | -1 |
| COc1ccc2c(c1OC)C(=O)OC2CC(=O)c1ccc(N(C)C)cc1 (centres undefined) | -0.64 | 11 | 26 | 0.5 | -24 | 2.5 | 3 | 1 | 4 |
| O=C(CSc1nnc(-c2ccco2)o1)NC(=O)Cc1ccccc1 | nt | 20 | 26 | 0.3 | 6 | 0.4 | -8 | -7 | -12 |
| O=C(Nc1ccc(Cl)c(Cl)c1)Nc1ccccc1NS(=O)(=O)c1cccs1 | -2 | 6 | 0 | 0.4 | 4 | 0.8 | -1 | -19 | 8 |
| CN(C(=O)CSc1nc2c(c(=O)[nH]1)CCC2)c1ccccc1 | 0.009 | -1 | -22 | 0.1 | 4 | -0.1 | 4 | -17 | -10 |
| COC(=O)[C@@H]1C[C@H]2CC[C@H](O)C[C@H]2N1Cc1ccc(C)s1 | 0.51 | 12 | -19 | nt | -3 | nt | -5 | -21 | -8 |
| COc1ccccc1N1C[C@@H]2C[C@@H](c3ccco3)N3CCC[C@@]23C1=O | -0.025 | 10 | 18 | 0.5 | -8 | -1.1 | -3 | -20 | -8 |
| O=C(CSc1ncccn1)Nc1cc(Cl)ccc1[N+](=O)[O-] | 0.39 | 29 | 31 | -0.5 | 0 | -2.0 | -15 | -3 | -7 |
| Cc1ccc(S(=O)(=O)N2CCC(C(N)=O)CC2)c(C)c1C | nt | 10 | -3 | 1.2 | -1 | -1.3 | 0 | -12[20 µM] | -21 |
| c1ccc2c(-n3cnnn3)cccc2c1 | -0.7 | 24 | -29 | 0.2 | 1 | 0.6 | -8 | -20 | -9 |
| COCc1cc(C(C)=O)ccc1OCC(=O)Nc1ccc(NC(C)=O)cc1 | 0.097 | 10 | -166 | 0.6 | -1 | 0.8 | -11 | -10 | -5 |
| O=S(=O)(c1ccc(C2CCCCC2)cc1)N1CCCC1 | 0.84 | -26 | 1 | 1.0 | -7 | 0.2 | -17 | -9[20 µM] | -20 |
| Cc1ccccc1OCC(=O)N/N=C1\CCOc2c(C)cccc21 | -0.073 | 17 | -5 | -0.1 | -12 | 0.8 | -3 | -3[20 µM] | -20 |
| O=c1oc2ccccc2cc1-c1ccc(O)cc1 | -1.5 | 11 | 6 | 0.1 | -28 | -1.3 | -2 | -16 | -7 |
| Cc1ccc(C(=O)NC(=S)Nc2ccc(-c3cc4ccccc4oc3=O)cc2)c(C)c1 | 1.3 | -3 | 6 | 0.0 | -13 | 0.3 | 21 | -15[20 µM] | -15 |
| O=C(C[n+]1cn(C(F)F)c2ccccc21)c1ccc(Br)cc1 | -0.22 | 9 | 3 | 0.8 | -8 | 0.0 | -12 | -26 | -5 |
| CC1(C)CC(=O)CC(C2(O)C(=O)N(Cc3ccccc3)c3ccccc32)O1 (centres undefined) | 1.4 | 6 | 4 | 0.3 | 5 | 0.2 | 1 | -24 | 6 |
| COCCN1Cc2cccc(C(=O)Nc3cccc(C)c3C)c2C1=O | -1.1 | -26 | 5 | -0.9 | -12 | 0.3 | 0 | -22 | 24 |
| Cc1cc(C)n2nc(CC(=O)NC3CCCCCCC3)nc2n1 | 1.3 | 16 | 16 | -0.2 | 4 | 0.9 | -5 | -12 | -15 |
| COCc1nnc(NC(=O)c2cccs2)s1 | 0.028 | 29 | -3 | 0.1 | -15 | -1.0 | -1 | -24[20 µM] | 3 |
| CC1=[N+](C)c2ccc3ccccc3c2C1(C)C | -0.086 | 31 | 6 | -0.3 | 0 | -0.3 | 2 | -8 | 14 |
| Cc1cc(=O)n2nc(N3CCC(C(=O)N4CCN(Cc5ccccc5)CC4)CC3)sc2n1 | -0.46 | 6 | -5 | 0.1 | 1 | -1.1 | -6 | -3[20 µM] | -6 |
| Cc1cc2ncn(C(=O)N3CCCCCC3)c2cc1C | -0.43 | 24 | 14 | -0.4 | -1 | -1.2 | 4 | -9[20 µM] | -21 |
| CC1=NNC(=O)C1CC(=O)N/N=C(\C)c1ccco1 (centres undefined) | 0.57 | -18 | 3 | 0.1 | 1 | 1.1 | -1 | -25 | -18 |
| CCCn1cnc2c(=O)oc3ccccc3c21 | -0.073 | 18 | -18 | 0.2 | -4 | -0.1 | 1 | -16[20 µM] | -8 |
| COc1cccc(Nc2nc(-c3cccc(N4C(=O)c5ccccc5C4=O)c3)cs2)c1 | 0.45 | 25 | -29 | 0.2 | -15 | 0.1 | 5 | -4[20 µM] | -31 |
| CCCOc1ccc(N2CC(C(=O)NC3=NCCS3)CC2=O)cc1 (centres undefined) | -0.24 | -20 | 6 | 0.4 | 6 | 0.1 | -8 | -16 | -2 |
| CC(/C=C1\SC(=S)N(c2ccc(C(=O)O)cc2)C1=O)=C\c1ccccc1 | -1.4 | 31 | 73* | -0.4 | 1 | 0.8 | -2 | 11 | 16 |
| CCCNC(=O)COC(=O)c1cc2c(=O)n3ccccc3nc2s1 | nt | -5 | -423 | 0.9 | -13 | 1.2 | -7 | -115 | -8 |
| Cc1nnc(Sc2nc3ccccc3o2)c2ccccc12 | nt | -4 | 19 | 0.6 | -4 | 0.2 | 1 | -14[20 µM] | -14 |
| O=S(=O)(NCC(c1ccco1)N1CCN(c2ccccc2)CC1)c1ccc(F)cc1 (centres undefined) | -0.18 | 10 | -2 | -1.4 | -1 | -2.3 | -3 | -10 | -13 |
| Cc1c(N=Cc2cccs2)c(=O)n(-c2ccccc2)n1C | 0.56 | -3 | -22 | 0.7 | -1 | 1.4 | 4 | -18 | -13 |
| CSCC(NS(=O)(=O)c1ccc(C)cc1)C(=O)O (centres undefined) | 1.5 | 7 | -38 | 0.4 | -1 | -0.7 | -5 | -28 | -4 |
| COC(c1ccccc1)c1nnc(CCC(=O)NCCCc2ccccc2)o1 (centres undefined) | -0.16 | 7 | 0 | 0.0 | 3 | -2.7 | -4 | -27 | -14 |
| Cc1ccc(S(=O)(=O)N2CCN(C(C)C(=O)Nc3ccccc3-c3ccccc3)CC2)cc1 (centres undefined) | -0.077 | 7 | 41 | 0.5 | 32 | -0.3 | -13 | -1 | -27 |
| Cc1cccc(OCCC(=O)NCC(=O)Nc2c(C)cccc2C)c1 | -1.3 | 14 | 18 | -0.3 | -12 | 1.0 | -3 | -12 | -13 |
| Cc1cc(O)ccc1N/C=C1\CCCC1=O | 1.5 | 26 | 18 | 0.4 | -26 | 1.7 | -2 | -2 | -7 |
| Cc1ccc(C(=O)N2CCCC2)cc1Br | -3.1* | 32 | 30 | 0.2 | -14 | -0.3 | 1 | -20[20 µM] | 3 |

The results go on:
| SMILES | Cl transport mod | PPC-1+TRAIL kill | m-calpain inh | TRPML3 ag | TbHK1 inh | TRPN1 ag | Thrombin inh | Furin inhibitor | EBV gp42 inh |
| --- | --- | --- | --- | --- | --- | --- | --- | --- | --- |
| N/C(=N\OS(=O)(=O)c1ccccc1)c1ccccn1 | -1.1 | 24 | -40 | 0.5 | 2 | 0.2 | -5 | -14 | -9 |
| O=C(O)CC(SCC(=O)Nc1ccc(S(=O)(=O)N2CCCC2)cc1)C(=O)O (centres undefined) | 0.79 | 4 | -10 | 0.5 | 3 | 0.7 | -5 | -29 | -11 |
| O=S(=O)(Nc1c(S(=O)(=O)c2ccccc2)c2nc3ccccc3nc2n1C1CCCCC1)c1ccccc1 | -4.3* | 12 | -413 | 0.7 | 15 | 0.3 | -13 | -11 | 33 |
| OCCNc1ccc(Cl)cc1 | -0.93 | 25 | 19 | 0.7 | 1 | 0.8 | 1 | -26 | -11 |
| COCCn1nnnc1CN1CCC(C)CC1 | 1.2 | 20 | -61 | 0.5 | 0 | -0.1 | -1 | -15[20 µM] | -6 |
| CCOC(=S)SCC(=O)N1CCc2ccccc2C1C1C(=O)CC(C)(C)CC1=O (centres undefined) | -0.026 | 16 | -26 | 0.0 | 2 | -0.3 | -9 | -13 | -3 |
| CC(C)CC(=O)NC1(C(F)(F)F)C(=O)Nc2c1c(=O)[nH]c(=O)n2Cc1ccco1 (centres undefined) | nt | -4 | -7 | 0.7 | -8 | 0.0 | -11 | -4 | 6 |
| N#CCSc1nnc2sc3ccccc3n12 | nt | 1 | -6 | 0.1 | 5 | -0.9 | -10 | 6 | -1 |
| COC(=O)c1cc(NC(=O)CN(c2cccc(OC)c2)S(=O)(=O)c2ccccc2)ccc1Cl | -1.3 | 3 | 32 | -0.4 | 1 | 0.1 | 4 | 9 | -9 |

Among those listed so far, 3 contain bromine.
| SMILES | Cl transport mod | PPC-1+TRAIL kill | m-calpain inh | TRPML3 ag | TbHK1 inh | TRPN1 ag | Thrombin inh | Furin inhibitor | EBV gp42 inh |
| --- | --- | --- | --- | --- | --- | --- | --- | --- | --- |
| Brc1cc2c(cc1/C=N/Nc1nc(N3CCCCC3)nc(N3CCCCC3)n1)OCO2 | -0.89 | -1 | -48 | 0.4 | -15 | -0.7 | 1 | -7 | -1 |
| O=C(C[n+]1cn(C(F)F)c2ccccc21)c1ccc(Br)cc1 | -0.22 | 9 | 3 | 0.8 | -8 | 0.0 | -12 | -26 | -5 |
| Cc1ccc(C(=O)N2CCCC2)cc1Br | -3.1* | 32 | 30 | 0.2 | -14 | -0.3 | 1 | -20[20 µM] | 3 |

High-throughput results from PubChem BioAssay.
